TMEM16A act – mouse TMEM16A channel activation, primary screen | B-score at 10 µM | Q8BHY3 | 0.3% of 340,000 active | HEK293 TMEM16A/YFP-H148Q/I152L, iodide quench fluorescence; hits give low values | AID 623877;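 active = fluorescence-ratio B-score plate-corrected deviation score at least 3 library SD below zero, with starting fluorescence score within 5 deviations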;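 also: channel opened by trigger with iodide after compound preincubation; score built on the fluorescence ratio of max minus min over baseline; more negative score means more quench and so TMEM16A activation or potentiation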
Target sequence (Q8BHY3 whole entry, looked up): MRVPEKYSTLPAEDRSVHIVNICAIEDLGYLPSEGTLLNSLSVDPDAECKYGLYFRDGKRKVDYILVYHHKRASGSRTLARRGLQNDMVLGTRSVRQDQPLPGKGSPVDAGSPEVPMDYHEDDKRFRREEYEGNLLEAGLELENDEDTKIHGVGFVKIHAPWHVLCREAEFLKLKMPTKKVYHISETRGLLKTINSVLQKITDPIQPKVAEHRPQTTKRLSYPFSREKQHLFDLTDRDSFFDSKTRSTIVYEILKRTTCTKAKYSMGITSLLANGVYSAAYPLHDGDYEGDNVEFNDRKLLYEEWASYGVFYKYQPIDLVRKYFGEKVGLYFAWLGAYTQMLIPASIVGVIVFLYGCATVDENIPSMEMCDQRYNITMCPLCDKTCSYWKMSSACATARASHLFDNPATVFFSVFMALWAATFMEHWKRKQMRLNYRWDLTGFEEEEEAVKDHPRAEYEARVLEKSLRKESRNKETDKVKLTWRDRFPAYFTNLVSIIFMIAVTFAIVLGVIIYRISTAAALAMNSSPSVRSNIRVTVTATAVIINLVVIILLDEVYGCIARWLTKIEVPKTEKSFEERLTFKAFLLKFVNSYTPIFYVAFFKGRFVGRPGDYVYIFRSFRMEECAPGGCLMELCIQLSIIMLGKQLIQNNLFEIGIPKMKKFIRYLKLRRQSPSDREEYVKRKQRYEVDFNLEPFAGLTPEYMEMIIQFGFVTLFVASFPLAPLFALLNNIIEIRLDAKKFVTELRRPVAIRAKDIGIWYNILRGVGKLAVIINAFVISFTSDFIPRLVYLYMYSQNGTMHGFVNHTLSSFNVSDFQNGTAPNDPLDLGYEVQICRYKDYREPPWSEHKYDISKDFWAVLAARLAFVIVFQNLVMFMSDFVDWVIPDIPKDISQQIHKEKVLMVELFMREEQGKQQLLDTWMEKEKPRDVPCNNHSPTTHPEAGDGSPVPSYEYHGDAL
Calls only; i = inactive. A portion of the library; count on the stated rates, not on these rows.

SMILES	TMEM16A act
Cc1noc(C)c1NC(=O)N(C)C[C@H]1Oc2ccc(NC(=O)C3CCCCC3)cc2C(=O)N([C@H](C)CO)C[C@@H]1C	i
CCNC(=O)N(CC)C[C@H]1N[C@@](C)(C(=O)OC)[C@H]2C(=O)N(C)C(=O)[C@@H]12	i
C#CCOCCOCCOCCNc1nc(N2CCN(C(=O)Cn3cc(CC(C)O)nn3)CC2)nc(N2CCN(C(=O)[C@H]([C@@H](C)CC)n3cc(CCCCN)nn3)CC2)n1 (some centres undefined)	i
O=C(c1cc2c(s1)CCCC2)N1CCN(CCO)CC1	i
COc1cc(C2c3cc4c(cc3OC(N3CCCCC3)C2C)OCO4)cc(OC)c1O (centres undefined)	i
CCOC(=O)[C@H]1[C@H]2COc3ccc(Cl)cc3[C@@H]2N2C(=O)CN(C)C(=O)[C@@]12C	i
C=C[C@@H]1c2ccccc2N(S(=O)(=O)c2ccc(C)cc2)[C@H](c2ccccc2C(F)(F)F)C1(C#N)C#N	i
COc1c(C=O)c2c(c(OC)c1OC)-c1ccc(OC)c(=O)cc1C(NC(C)=O)CC2 (centres undefined)	i
CN(CC(=O)Nc1ccc(F)c(F)c1F)C(=O)Cc1ccc(S(=O)(=O)N2CCOCC2)s1	i
CC(C)c1ccc(C2OCC(C)([N+](=O)[O-])CO2)cc1 (centres undefined)	i
CC12CCCCC1=CC(=O)CC2 (centres undefined)	i
CCN(C[C@H]1N[C@@](CC)(C(=O)OC)[C@H]2C(=O)N(C)C(=O)[C@@H]12)C(=O)Nc1ccc(C(F)(F)F)cc1	i
CCCCCCCCCCCCCCCCn1cc[n+](CC(C)=O)c1	i
COc1ccc(S(=O)(=O)N2CCOCC2)cc1NC(=O)CCNC(=O)c1ccc([N+](=O)[O-])cc1	i
Cn1c(=O)c2[nH]c(C(O)c3ccc(Cl)cc3)nc2n(C)c1=O (centres undefined)	i
COC(=O)CCC(C)C1CCC2C3CCC4CC(O)CCC4(C)C3CC(O)C12C (centres undefined)	i
COc1cccc2c1oc1c(SCc3nc4ccccc4[nH]3)nc(C)nc12	i
CCCn1c(SCC(=O)Nc2ccc(Cl)cc2F)nc(O)cc1=O	i
CC(C)NC(=O)Nc1ccc2c(c1)C(=O)N([C@H](C)CO)C[C@H](C)[C@@H](CN(C)S(C)(=O)=O)O2	i
CCOC(=O)N1CCC(NS(=O)(=O)c2cc3c(cc2Br)CCN3C(=O)CC)CC1	i
Cc1cccc(NS(=O)(=O)c2cccc(C(=O)NCC(c3ccc(F)cc3)N3CCOCC3)c2)c1 (centres undefined)	i
CCC(=Cc1ccccc1OC)c1ccncc1	i
CCc1nc2ccccc2n(CCOCCn2c(=O)c(CC)nc3ccccc32)c1=O	i
CN(C)c1ccc(S(=O)(=O)N2CCCCC2)cc1NC(=O)CCNC(=O)c1ccc(Cl)cc1	i
CC(C)(C)N(Cc1ccccc1)C(=O)COC(=O)C1CCCCC1	i
More structures.
SMILES	TMEM16A act
O=C(NCc1ccc(F)cc1)c1ccc(S(=O)(=O)N2CCCCC2)cc1	i
Cc1ccc(N2C(=O)c3ccccc3C2(O)c2ccccc2)cc1 (centres undefined)	i
CC(=O)N[C@@H](CS)C(=O)O	i
COC(=O)c1ccc(-c2csc(NC(=O)c3c(C)noc3C)n2)cc1	i
CCN(c1ccccc1)S(=O)(=O)c1ccc(OC)c(NC(=O)Cc2ccccc2OC)c1	i
Nc1ncnc2c1ncn2[C@@H]1O[C@H](CNCc2ccc(OCC(=O)Nc3nccs3)cc2)[C@@H](O)[C@H]1O	i
CC(=O)NC(NC(=S)Nc1c(C)n(C)n(-c2ccccc2)c1=O)C(Cl)(Cl)Cl (centres undefined)	i
COC(=O)C1(C)COP(=O)(NC23CC4CC(CC(C4)C2)C3)OC1 (centres undefined)	i
CCOc1ncccc1C(=O)Nc1cc(S(=O)(=O)N2CCCCC2)ccc1Cl	i
O=C(O)c1cc(N2N=C(C(F)(F)F)/C(=C/C=C/c3ccco3)C2=O)ccc1Cl	i
N#Cc1cccc(NC(=O)CNc2cc(S(=O)(=O)N3CCOCC3)ccc2N2CCCC2)c1	i
CCOC(=O)C1CCN(C(=O)CN2C(=O)NC3(CCCCC3)C2=O)CC1	i
CC1CCN(C(=O)c2[nH]cnc2C(=O)NCc2ccc(CNC(=O)OC(C)(C)C)cc2)CC1	i
CCC[C@@H](CN1CCC[C@H]1CN1C(N)=NC[C@@H]1Cc1ccccc1)N1C[C@@H](Cc2ccccc2)N(CCCC2CCCC2)C1=N	i
O=C(CCC1CCCC1)NNC(=O)COc1ccc(Br)cc1	i
CN(C)c1ncnc2c1ncn2C1CCCO1 (centres undefined)	i
Cc1ccccc1CN(C)C(=O)COC(=O)c1ccc2[nH]c(C)c(C)c2c1	i
Cc1ccc(-c2c(C)sc3nc(CN4CCN(CC(=O)NC5CC5)CC4)[nH]c(=O)c23)cc1	i
O=C(Nc1ccnn1C1CCNCC1)c1ccc2c(c1)OCO2	i
CC(=O)Nc1ccc(C(=O)CN2C(=O)NC3(CCOc4ccccc43)C2=O)c(F)c1 (centres undefined)	i
CCN(CC)CCNC(=O)c1ccc(NC(=O)Cc2ccc(OC)c(S(=O)(=O)N3CCOCC3)c2)cc1	i
C=CC[C@H](CC(=O)NCCO)C(=O)N[C@H](COC(=O)[C@@H](CC=C)Cc1ccc(F)cc1)Cc1ccccc1	i
Cc1ccc(C)c(OCCC(=O)N2CCN(S(=O)(=O)c3cc(F)ccc3F)CC2)c1	i
O=C(CN1c2cccc3cccc(c23)S1(=O)=O)Nc1ccccc1Br	i
COc1ccc([C@H]2CC(=O)C=C(c3cc4ccccc4s3)C2)cc1OC	i

In another format: results already given
TMEM16A act	smiles
i	O=C(O)c1cc(N2N=C(C(F)(F)F)/C(=C/C=C/c3ccco3)C2=O)ccc1Cl
i	N#Cc1cccc(NC(=O)CNc2cc(S(=O)(=O)N3CCOCC3)ccc2N2CCCC2)c1
i	CCOC(=O)C1CCN(C(=O)CN2C(=O)NC3(CCCCC3)C2=O)CC1
i	CC1CCN(C(=O)c2[nH]cnc2C(=O)NCc2ccc(CNC(=O)OC(C)(C)C)cc2)CC1
i	CCC[C@@H](CN1CCC[C@H]1CN1C(N)=NC[C@@H]1Cc1ccccc1)N1C[C@@H](Cc2ccccc2)N(CCCC2CCCC2)C1=N
i	O=C(CCC1CCCC1)NNC(=O)COc1ccc(Br)cc1
i	CN(C)c1ncnc2c1ncn2C1CCCO1 (centres undefined)
i	Cc1ccccc1CN(C)C(=O)COC(=O)c1ccc2[nH]c(C)c(C)c2c1
i	Cc1ccc(-c2c(C)sc3nc(CN4CCN(CC(=O)NC5CC5)CC4)[nH]c(=O)c23)cc1
i	O=C(Nc1ccnn1C1CCNCC1)c1ccc2c(c1)OCO2
i	CC(=O)Nc1ccc(C(=O)CN2C(=O)NC3(CCOc4ccccc43)C2=O)c(F)c1 (centres undefined)
i	CCN(CC)CCNC(=O)c1ccc(NC(=O)Cc2ccc(OC)c(S(=O)(=O)N3CCOCC3)c2)cc1
i	C=CC[C@H](CC(=O)NCCO)C(=O)N[C@H](COC(=O)[C@@H](CC=C)Cc1ccc(F)cc1)Cc1ccccc1
i	Cc1ccc(C)c(OCCC(=O)N2CCN(S(=O)(=O)c3cc(F)ccc3F)CC2)c1
i	O=C(CN1c2cccc3cccc(c23)S1(=O)=O)Nc1ccccc1Br
i	COc1ccc([C@H]2CC(=O)C=C(c3cc4ccccc4s3)C2)cc1OC

(list continues)
SMILES	TMEM16A act
CC(=O)c1ccc(S(=O)(=O)NCCC(=O)NC2CCN(Cc3ccccc3)CC2)cc1	i
O=C(COC(=O)c1c(F)cccc1F)NCc1ccc2c(c1)OCO2	i
O=S(=O)(c1ccc(SCc2ccccc2)nc1)N1CCCC1	i
CCCN(CC(=O)Nc1ccccc1C)C(=O)c1cc(C)oc1C	i
CCC(c1ccccc1)C(CC)c1cc(O)c(O)c(O)c1 (centres undefined)	i
Cc1cc(C(=O)NCC2CCCO2)sc1C (centres undefined)	i
COc1ccc(Cl)cc1NC(=O)C(C)OC(=O)Cn1cc(C(F)(F)F)ccc1=O (centres undefined)	i
CC(=O)c1ccc(NC(=O)CN2CCN(S(=O)(=O)c3ccc4ccccc4c3)CC2)cc1	i
COc1cccc(CNC(=O)COC(=O)CCS(=O)(=O)c2ccc(C)cc2)c1	i
COc1cc(/C=C/C(O)=C/C(=O)/C=C/c2ccc(O)cc2)ccc1O	i
COc1cc2cc(C(C)(C)O)oc(=O)c2cc1OC	i
NS(=O)(=O)c1ccc(CNC(=O)c2ccc(NS(=O)(=O)c3cccs3)cc2)cc1	i
CCC(C(=O)OCC(=O)NCc1ccc2c(c1)OCO2)c1ccccc1 (centres undefined)	i
Cc1cccc(NC(=O)COC(=O)CCc2c[nH]c3ccccc23)c1C	i
CN(C)c1ccc(NC(=O)COC(=O)CNC(=O)c2cccs2)cc1	i
COc1ccc(-n2c(C)cc(C3=NNC(=NC4CC4)SC3)c2C)cc1	i
O=C(COC(=O)c1cccnc1)NC1CCCc2ccccc21 (centres undefined)	i
COCCN(CC(=O)Nc1cccc(C)c1C)C(=O)C1(c2ccccc2)CC1	i
N#Cc1ccc(OC(=O)C2CCN(C3=NS(=O)(=O)c4ccccc43)CC2)cc1	i
C#CCCc1cscc1/C=[N+](\[O-])c1ccc(C(=O)OCC)cc1	i
Cc1cccc(CCN2C(N(C)C)=NC[C@@H]2Cc2ccccc2)c1	i
CN(CC(=O)Nc1ccccc1Cl)C(=O)Cn1cnc2ccc(Cl)cc2c1=O	i
CC(C)(C)OC(=O)C[C@H]1C/C=C\C[C@@H](CC(=O)N(CCO)Cc2ccccc2)C(=O)N[C@@H](c2ccccc2)COC1=O	i
CC(C)c1nc(SCC(=O)Nc2cccc3ccccc23)n[nH]1	i
CC1(C2CCC3(C)OC3C2)CO1 (centres undefined)	i
New compounds follow:
SMILES	TMEM16A act
CCCn1nc(C(=O)Nc2ccc(N3CCOCC3)cc2)c2ccccc2c1=O	i
COc1ccccc1-c1sc2cc3c(cc2c1-c1ccc2c(c1)OCO2)OCO3	i
COc1ccc(-c2nn(Cc3ccccc3)cc2C(=O)N2CCN(c3ncccn3)CC2)cc1OC	i
CCCC(=O)Nc1ccc(C(=O)COC(=O)C2CC2C)cc1 (centres undefined)	i
CC(C)CN(C(=O)CSc1nc2ccccc2c(=O)n1C)C1CCS(=O)(=O)C1 (centres undefined)	i
CC(=O)C1CCC2C3CCC4=CC(=O)C=CC4(C)C3C(=O)CC12C (centres undefined)	i
CCC1(c2ccccc2)NC(=O)N(CC(=O)Nc2ccc(N3CCOCC3)cc2)C1=O (centres undefined)	i
COc1ccc(NC(=O)CCOc2ccccc2F)cc1S(=O)(=O)N1CCCCC1	i
Cc1ccc(NS(=O)(=O)c2ccccc2)c(NS(=O)(=O)c2ccccc2)c1	i
COc1ccccc1C(CNC(=O)C1COc2ccccc2O1)N1CCCC1 (centres undefined)	i
Cc1cc(Cl)cc2sc(=S)[nH]c12	i
Cc1ccc(C)c(S(=O)(=O)N2CCN(C(=O)CN3C(=O)C4CC=CCC4C3=O)CC2)c1 (centres undefined)	i
C/C(=N\OCC(=O)OCC(=O)Nc1cc(S(C)(=O)=O)ccc1Cl)c1ccc2c(c1)OCO2	i
O=C(COC(=O)c1ccc(Br)cc1)NC(=O)NCc1ccccc1	i
Cc1ccc(C(=O)NCC(=O)NCc2ccccc2F)s1	i
COc1ccc(/C=C/C(=O)OCC(=O)NC2CCS(=O)(=O)C2)cc1 (centres undefined)	i
Cc1ccccc1C(=O)N1CCC(C(=O)NN2C(=O)NC3(CCCCC3)C2=O)CC1	i
COc1ccc(NC(=O)N(C)C[C@H]2Oc3c(NS(=O)(=O)c4ccc(OC)cc4)cccc3C(=O)N([C@H](C)CO)C[C@@H]2C)cc1	i
CC(C)(C)OC(=O)C[C@H]1C/C=C\C[C@@H](CC(=O)N[C@H](CO)Cc2ccccc2)C(=O)N2CCC[C@H]2COC1=O	i
N#Cc1cccnc1N1CCN(C(=O)c2cccc3c2C(=O)c2ccc(-c4ccc(F)cc4OCc4ccccc4)cc2S3(=O)=O)CC1	i
Cc1nc(-c2ccc(F)cc2)c(CC(=O)N2CCN(S(=O)(=O)c3cccc([N+](=O)[O-])c3)CC2)s1	i
O=C(OCCc1cc2ccccc2c(=O)o1)c1cccs1	i
CCCCN(C(=O)c1ccc(-c2ccc(Cl)cc2)o1)c1c(N)n(CCCC)c(=O)[nH]c1=O	i
COc1ccccc1/C=C/C(=O)OCC(=O)c1cc(C)n(C)c1C	i
Oc1cc(CNCc2ccccc2)c(O)cc1CNCc1ccccc1	i
Remaining list, next part
SMILES	TMEM16A act
O=C(COc1cc(F)ccc1[N+](=O)[O-])N1N=C(c2cccs2)CC1c1ccco1 (centres undefined)	i
CC(C)N(C(=O)COC(=O)CCC(=O)c1cccs1)c1ccccc1	i
N#CC1(NC(=O)Cn2cc(C(F)(F)F)ccc2=O)CCCC1	i
COc1ccccc1CCNC(=O)c1cccc(S(=O)(=O)N2CCc3ccccc3C2)c1	i
COc1ccc(CNC(=O)COC(=O)CNC(=O)c2sc3ccccc3c2Cl)cc1OC	i
Cc1cccc(C)c1NC(=O)COC(=O)CCc1c[nH]c2ccccc12	i
Cc1ccccc1NC(=O)COC(=O)CCc1c[nH]c2ccccc12	i
O=C(CSc1ccccc1F)NNC(=O)c1ccncc1	i
COc1ccc(C2C(C#N)=C(N)Oc3cc(O)ccc32)cc1 (centres undefined)	i
O=C(COc1ccc(-c2nnco2)cc1)NC1CCS(=O)(=O)C1 (centres undefined)	i
COC(=O)c1ccccc1S(=O)(=O)N1CCC(C(=O)NC2CCCCC2)CC1	i
CN(CC(=O)Nc1ccc(Cl)c(Cl)c1)C(=O)CNC(=O)C1CCCCC1	i
CC(=O)Nc1ccc(NC(=O)CN2C(=O)NC3(CCCCCCC3)C2=O)cc1	i
COc1ccccc1NS(=O)(=O)c1cccc(C(=O)NCC(c2ccco2)N2CCCC2)c1 (centres undefined)	i
COc1ccccc1NS(=O)(=O)c1ccc(C)c(C(=O)NCC(c2cccs2)N2CCOCC2)c1 (centres undefined)	i
CC(=O)c1ccc(N2CCN(C(=O)c3ccc4[nH]c(C)c(C)c4c3)CC2)cc1	i
CC[C@H]1C/C=C\Cc2ccccc2[C@@H](C(=O)C[C@@H](O)CC(C)=O)OC1=O	i
C=CC(=O)Nc1cccc(CN2C(=O)N(c3cc(OC)cc(OC)c3)Cc3cnc(NCCCCN(CC)CC)nc32)c1	i

Screening results: PubChem BioAssay, Johns Hopkins Ion Channel Center
